# From PubChem BioAssay
# KLF5 inhibitor: suppresses KLF5 promoter-driven expression. DLD-1 KLF5 promoter-luciferase reporter, luminescence. inhibition, % at 5 µM. actives 0.23% (n = 290,000). AID 1700;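 active = inhibition above a per-plate limit of that plate's mean compound inhibition plus 3 SD, cut at about 60% in these data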;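 also: 0% = DMSO wells and 100% = LY294002 at 200 µM; higher means less KLF5 promoter-driven luciferase light; inactives centre near -14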
# AI-2 QS modul: modulates the Vibrio harveyi AI-2 quorum sensing system; actives 0.4% (n = 300,000); activity change, % at 7.5 µM; Vibrio harveyi JMH597 AI-2 luminescence/OD600 ratio, 9 h; active compounds read low; strain lacks LuxN and CqsS sensors; 0 = neutral-control median; in the data active = activity change below about -75%, passing the limit was not always enough; inconclusive = no clear call, values can overlap the other calls;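 also: luminescence divided by OD600 gain over 9 h not by final OD600 alone; inactives centre near 13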
# aSyn UTR inh: MLPCN primary screen, SNCA 5' untranslated region | inhibition, % (tested at 7.5 µM) | alpha-synuclein 5'UTR reporter, inhibitor activity | AID 1813 | actives 0.82% (n = 300,000); in the data active = inhibition above about 60%; inconclusive = no clear call, values can overlap the other calls;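 also: H4 neuroglioblastoma cells stably carrying SNCA 5'UTR luciferase fusion; 0% = DMSO wells and 100% = positive control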
# GSK3beta inhib: blocks human GSK3beta kinase activity; P49841; GST-GSK3beta kinase, ADP-Glo luminescence, 60 min; active compounds read low; activity score (negative = inhibition), % at 10 µM; actives 0.038% (n = 300,000);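 active = more than half of replicate wells score below -50%, meaning over 50% inhibition versus plate controls; inconclusive = some replicates but at most half score below -50%; inactive = no replicate scores below -50%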;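 also: 0% = median DMSO wells and -100% = median GW8510 positive control wells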
# Target sequence (P49841 whole entry, looked up): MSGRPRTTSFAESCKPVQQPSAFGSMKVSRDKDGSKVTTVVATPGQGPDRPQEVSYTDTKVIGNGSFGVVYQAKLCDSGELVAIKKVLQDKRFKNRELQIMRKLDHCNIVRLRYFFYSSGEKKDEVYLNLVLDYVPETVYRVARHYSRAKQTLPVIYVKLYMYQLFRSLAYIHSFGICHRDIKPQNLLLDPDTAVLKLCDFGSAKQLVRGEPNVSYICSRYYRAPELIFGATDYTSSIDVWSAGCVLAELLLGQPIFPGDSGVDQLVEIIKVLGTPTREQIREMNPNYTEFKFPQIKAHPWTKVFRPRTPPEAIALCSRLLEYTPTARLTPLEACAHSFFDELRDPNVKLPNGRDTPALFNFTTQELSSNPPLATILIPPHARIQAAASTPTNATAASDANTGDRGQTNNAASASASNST
#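 Test system: GST-tagged human GSK3beta kinase, cell-free; evaluation: activity score scaled between in-plate DMSO and GW8510 controls; measured by: ADP-Glo luminescence; incubation: 60 min reaction, RT; benchmarks: DMSO and 20 µM GW8510; reagent: peptide substrate plus 25 µM ATP (final); medium: Tris/MgCl2 kinase buffer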
# HSP90 inh: blocks HSP90-mediated luciferase refolding in reticulocyte lysate. AID 1789. Rabbit reticulocyte lysate, luciferase refolding luminescence, 3 h. inhibition, % at 5.6 µM. actives 0.91% (n = 290,000);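 active = inhibition above the screen-wide mean plus 3 SD, computed separately per campaign, cut at about 16% in these data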;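 also: 0% = DMSO wells and 100% = 60 µM geldanamycin wells; inhibitors lower the luminescence because luciferase stays unfolded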
# HSF1 inh: HSF1 inhibition; AID 2098; activity change, negative = inhibition, % at 7.5 µM (by protocol); NIH3T3-HGL HSE-luciferase, MG132-induced, luminescence 8 h; active compounds read low; actives 0.77% (n = 300,000);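 active = more than half of replicate wells show activity change below -50%, luminescence cut by over half; inconclusive = some wells, but at most half, below -50%; inactive = no replicate well below -50%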;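 also: luciferase reports HSF-1 transcriptional activity via heat shock element; 0% = median of DMSO wells and -100% = zero luminescence signal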
# GSK3 alpha inh: human GSK-3 alpha kinase inhibition; P49840; ADP-Glo luminescence, 60 min; inhibition, % at 10 µM; actives 0.1% (n = 320,000); AID 2650;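 in the data active = inhibition above about 50%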;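 also: GST-tagged GSK-3 alpha with peptide substrate and 25 µM ATP; 0% = DMSO neutral wells and 100% = GW8510 positive control wells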
# Target sequence (P49840 whole entry, looked up): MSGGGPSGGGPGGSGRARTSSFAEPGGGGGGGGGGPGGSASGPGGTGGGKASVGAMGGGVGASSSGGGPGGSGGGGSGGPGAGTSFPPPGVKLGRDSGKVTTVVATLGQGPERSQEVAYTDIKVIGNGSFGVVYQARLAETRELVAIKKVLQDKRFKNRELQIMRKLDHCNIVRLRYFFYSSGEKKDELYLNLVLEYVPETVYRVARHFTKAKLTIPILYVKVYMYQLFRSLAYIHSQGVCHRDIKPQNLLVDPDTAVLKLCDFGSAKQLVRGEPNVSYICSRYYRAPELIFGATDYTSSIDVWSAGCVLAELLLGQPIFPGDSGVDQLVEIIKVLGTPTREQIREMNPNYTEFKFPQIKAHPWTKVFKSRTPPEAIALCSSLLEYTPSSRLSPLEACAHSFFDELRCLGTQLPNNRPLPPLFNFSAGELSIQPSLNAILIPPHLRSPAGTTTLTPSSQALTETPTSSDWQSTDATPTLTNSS
# HSF1 activator: increases HSF-1 driven luciferase reporter signal; activation, % at 9 µM; AID 504408; NIH3T3-HGL HSF-1 luciferase reporter, MG132, 8 h; 100% = twice DMSO control signal; actives 1.7% (n = 300,000);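 active = mean replicate activation of at least 50% with a set share of replicates each reaching 50%; inconclusive = only one of those two conditions met; inactive = mean below 50% and too few replicates reaching it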;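 also: 0% = median of the neutral control wells and 100% = twice that signal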
# PolyA inhibitor: blocks polyadenylation in yeast reporter cells; AID 1875; calls only at 12 µM; actives 0.02% (n = 300,000); S. cerevisiae SKY197-pL101 polyadenylation reporter, beta-gal luminescence; efflux-impaired pdr1/pdr3 knockout yeast; score 100 = 6 SD above DMSO;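 active = lowest replicate activity score at least 50, where 100 means six control SD above control mean; inconclusive = lowest score under 50 but half or more replicates reach 50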;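 also: yeast exposed to compound for 9 h at 30 °C; higher score means more reporter readthrough which indicates perturbed polyadenylation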
# IEC-6 cytotox: IEC-6 cytotoxicity, counter-screen for KLF5 inhibitors; actives 0.78% (n = 290,000); inhibition, % at 5 µM; luminescence viability; in the data active = inhibition above about 22%;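 also: 0% = plate median of test compound wells and 100% = cytotoxic reference compound wells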
# An asterisk follows results filed as active; i = inactive; ? = inconclusive; · = not tested or not shown.
SMILES,KLF5 inhibitor,AI-2 QS modul,aSyn UTR inh,GSK3beta inhib,HSP90 inh,HSF1 inh,GSK3 alpha inh,HSF1 activator,PolyA inhibitor,IEC-6 cytotox
CCN(CC)S(=O)(=O)c1cccc(-c2nnc(SCc3nnc(-c4cccs4)o3)n2N)c1,-12,23,1,-1,1,13,-13,4,i,1
Cc1c(C(=O)NNc2c(Cl)cccc2Cl)n(C)oc1=O,-26,20,-11,-1,-1,-6,-1,5,i,2
CCOC(=O)c1sc(N(Cc2ccccc2)C(=O)CSc2ncn[nH]2)nc1C,-49,32,-8,0,0,9,1,13,i,4
Cc1ccc(CNC(=O)CCSCCC(=O)NCc2ccc(C)cc2)cc1,-4,32,-15,-2,15,-1,-4,23,i,-1
O=C(c1ccccc1)N1CCN(C(=O)c2ccccc2)CC1,-18,10,15,4,1,-6,-1,-5,i,0
O=C(COCC(=O)N1CCOCC1)N1CCOCC1,-17,25,6,2,-4,-2,-4,-6,i,-6
Cc1ccccc1CCN1CCCC(CN(C)CC(C)(C)C)C1 (stereo unspecified),-19,9,0,7,-3,2,-9,-13,i,-2
C/C(=N\NC(=O)CNC(=O)c1ccc2c(c1)OCO2)c1ccco1,-19,14,14,-1,2,-13,-2,-9,i,-6
CN1CCN(C2CCCCCC2)CC1,-19,14,29,0,1,1,-1,-7,i,-1
O=C(NCCCN1CCCC1=O)c1ccc2c(=O)n(-c3ccc(F)cc3)c(=S)[nH]c2c1,-31,8,2,-2,-5,-1,1,2,i,-10
CC(C)c1ccc(NC(=O)NC2CCN(CC(=O)Nc3cccc4ccccc34)CC2)cc1,-22,i,33,3,2,-1,·,5,i,8
CC1=NN(C(=O)c2ccccc2Cl)C(O)(c2ccccc2)C1 (stereo unspecified),-24,3,-10,2,-4,0,2,12,i,0
CCn1cc(CN2CCCC(CNS(=O)(=O)c3ccc(OC)cc3)C2)cn1 (stereo unspecified),-27,22,-12,-2,2,-8,·,6,i,1
CCOC(=O)c1nc(S(C)(=O)=O)ncc1N1CCOCC1,-17,-11,-10,-4,-3,-6,-2,11,i,-5
CC(C)(C)NC(=O)CSc1nnc(NC(=O)c2ccccc2Cl)s1,-30,20,-10,1,-8,·,-1,·,i,7
CC1CCCC(C)N1C(=O)CSc1nnc(NC(=O)c2cccs2)s1 (stereo unspecified),-24,27,-30,1,0,5,-4,-1,i,-2
O=C(N/N=C/c1cn(Cc2ccccc2)c2ccccc12)c1cccnc1,-35,15,51,0,-3,0,-1,2,i,10
Cc1ccc2occ(/C=N/NC(=O)c3ccc(Cl)cc3)c(=O)c2c1,-75,4,-4,1,3,0,7,7,·,2
CCCn1nc(NC(=O)c2cccs2)c2cc3cc(OC)ccc3nc21,4,30,-31,-24,2,9,26,9,i,-10
CC(CN(C(N)=O)c1ccccc1O)C(=O)O (stereo unspecified),-10,11,3,0,1,-3,-1,20,i,3
O=C(NCCC1=CCCCC1)NC1CCCCC1,-103,-6,-51,-1,3,24,-1,50,i,-3
Cc1cc(NC2CCCCC2)nc(-c2ccccc2O)n1,-36,31,-36,2,-8,13,-1,24,·,-3
CCCCC(=O)Nc1cccc(-c2nc3ncccc3o2)c1C,-43,84,-32,4,1,9,14,33,i,5
Cc1csc(NC(=O)C2CCN(S(=O)(=O)c3cccs3)CC2)n1,-21,-7,18,-3,-2,-6,-1,9,i,-3
CN(C)CCCNS(=O)(=O)c1ccc(-n2nnc3ccccc32)c([N+](=O)[O-])c1,-23,9,-7,-4,6,-3,8,0,i,2
CN(C(=O)Nc1ccc(C(C)(C)C)cc1)C1CCCCC1,-18,13,-35,0,4,6,1,10,i,6
CCN(CC(=O)NCCCN1CCOCC1)S(=O)(=O)c1ccc(F)cc1,0,8,6,1,1,4,0,-10,i,0
CC(OC(=O)c1cccs1)C(=O)NCc1ccc2c(c1)OCO2 (stereo unspecified),-11,12,11,-3,-2,-3,0,11,i,3
CC(C)NC(=O)NC(=O)COC(=O)c1ccc(OC(F)(F)F)cc1,4,9,4,3,4,0,0,8,i,5
C/C=C/c1ccc(OCCCCN2CCC(C)CC2)c(OC)c1,-17,1,10,-1,0,-4,-2,-1,i,3
CCOC(=O)Cc1nnc(NC(=O)COc2ccc(C)cc2)s1,15,13,-9,-1,0,-3,0,-18,i,-4
Cc1nn(C)cc1C(C)NCc1c(C(=O)N2CCCCCCC2)nc2ccc(Cl)cn12 (stereo unspecified),-27,14,-7,5,-1,24,-2,13,i,1
Cc1ccc2cc3c(nc2c1)OCC3,-22,39,-26,-2,-4,-3,-7,-8,i,-1
C=CCC(NCc1ccccc1)c1ccc(Cl)cc1 (stereo unspecified),-16,1,26,-3,1,7,-5,26,i,-5
CCN(CC)C(=O)COc1ccc(-c2ccccc2)cc1,-57,26,-116,3,0,18,-1,47,i,0
CCC1CN(C(=O)N2CCC(C(=O)NCc3ccc(C)o3)CC2)c2ccccc2O1 (stereo unspecified),-6,6,44,0,2,-2,1,-7,i,1
Cc1ccc(C(NC(N)=O)c2ccccc2)cc1 (stereo unspecified),-7,22,1,3,3,1,0,6,i,-2
COc1ccc(NC(=O)c2c(C)oc3c2CCCC3)cc1,-10,15,-65,2,0,0,-4,3,i,7
O=C(c1cccc(OC2CCN(Cc3ccc(F)cc3)CC2)c1)N1CCCC1,18,19,-16,3,1,1,·,20,i,1
COc1ccc(-c2nc(N)ncc2-c2csc(C)n2)c(O)c1,-20,6,7,2,-2,-3,13,-5,i,13
CC(C)NC(=O)COC(=O)CNC(=O)c1cc(Cl)cc([N+](=O)[O-])c1,-19,5,5,-1,0,-14,3,-31,i,-8
COC(=O)c1c(C)[nH]c(C)c1-c1ccccc1Cl,1,-3,1,-1,0,-4,-1,2,i,3
COc1cc(OC)cc(C(=O)N2CCN(Cc3cccc(F)c3)CC2)c1,-15,13,18,3,-2,8,9,10,i,-6
COc1ccc(C/C(N)=N/OC(=O)c2ccc(Cl)cc2)cc1,0,-56,10,0,-2,10,-1,15,i,10
CCN(CC)c1ccc(/C=N/NC(=O)c2cccc(S(=O)(=O)N3CCOCC3)c2)c(O)c1,13,2,129*,1,-5,-5,-2,-4,i,2
COc1ccc(-c2cc(C(=O)Nc3cc(C)ccc3O)no2)cc1,-93,45,-132,3,-6,23,-1,68*,i,-3
O=C(NCCc1ccc(Cl)cc1Cl)c1cc([N+](=O)[O-])c[nH]c1=O,-15,-7,-1,11,-4,2,-1,-1,i,2
CC(=O)N1CCc2cc(S(=O)(=O)N3CC(C)CC(C)C3)ccc21 (stereo unspecified),-32,47,8,·,-1,2,0,11,i,15
O=S(=O)(NCc1ccccc1)c1ccc(Br)c2nsnc12,-15,17,-46,-2,-1,3,-2,-14,i,5
Cc1cc(C(C)(C)C)cc(S(=O)(=O)NCC(=O)O)c1C,-14,21,-18,1,-2,-7,1,3,i,4
COc1cc(C)c(S(=O)(=O)NC2CC(C)(C)NC(C)(C)C2)cc1C,-37,-1,-18,2,0,-5,-4,3,i,-4
CCc1ccc(N2CC(C(=O)Nc3nnc(CC)s3)CC2=O)cc1 (stereo unspecified),-8,16,11,-3,8,-7,-3,-5,i,1
COc1ccnc(-n2cccc2/C=N/O)c1C#N,-18,11,11,0,-1,3,2,-1,i,-8
CCCC(=O)c1c(NC)cc(C)oc1=O,30,20,6,3,-1,-6,3,-1,i,10
Cc1cnc(NC(=O)CCNC(=O)c2ccccc2Cl)s1,-7,26,-16,4,-3,6,0,8,i,-6
Fc1ccccc1NC(=S)N1CCN(c2ccccn2)CC1,-11,35,-10,2,-6,16,0,?,i,0
N#Cc1cc2cc3c(cc2nc1N1CCCCC1)OCCO3,-23,-7,-222,7,2,-1,-2,-12,i,0
CCC(c1nnc(SCc2nc3ccccc3s2)n1Cc1ccccc1)N(C)C (stereo unspecified),0,13,-101,2,-1,8,-1,17,i,3
Cc1ccc(OC(=O)CCC(=O)OCCCC(F)(F)C(F)(F)F)cc1,5,9,17,-1,-4,-5,-3,3,i,3
Cc1cccc(NC(=O)CSc2nc(C)c(Cc3ccccc3)c(=O)[nH]2)c1,-9,13,-1,2,-2,14,0,8,i,-2

# (next part)
SMILES,KLF5 inhibitor,AI-2 QS modul,aSyn UTR inh,GSK3beta inhib,HSP90 inh,HSF1 inh,GSK3 alpha inh,HSF1 activator,PolyA inhibitor,IEC-6 cytotox
Cn1c(SCC(=O)Nc2cc(Cl)cc(Cl)c2)nnc1-c1ccc2nonc2c1,-7,6,26,-2,0,0,-2,1,i,0
COC(=O)c1ccc(C(=O)OC)c(NC(=O)COC(=O)C2CCC(C(C)(C)C)CC2)c1 (stereo unspecified),-58,31,7,2,5,-3,-1,-3,i,3
COc1cc(/C=N/Nc2nc3c(c(=O)n(C)c(=O)n3C)n2Cc2ccccc2)ccc1OC(=O)c1ccco1,-27,-1,1,0,3,11,-3,6,·,-6
CCCC[C@@H](CN[C@H](C)CNC)NCC1CCC(C(C)(C)C)CC1 (stereo partly specified),-16,7,1,-2,-1,0,4,-8,i,15
O=C(CSc1nc2ccccc2[nH]1)N=Nc1c(O)[nH]c2ccccc12,5,27,-37,-21,2,-7,9,20,i,0
COc1ccccc1C(=O)NC(=O)COC(=O)c1cccc(NC(C)=O)c1,-13,6,-1,-4,0,-1,-1,-10,i,2
NS(=O)(=O)c1ccc(CNC(=O)c2ccncc2)cc1,-2,13,10,0,2,-8,-2,-2,i,-4
COc1ccc(/C=C2\SC(=S)N(CC(=O)N(C)C3CCS(=O)(=O)C3)C2=O)cc1 (stereo unspecified),-8,41,-1,-3,-5,1,0,18,i,-3
O=C(NCCS(=O)(=O)N1CCCCCC1)c1ccccc1,·,14,-1,-3,·,8,-3,10,i,·
CNC(=O)OC(C)CNS(=O)(=O)c1ccc(C)cc1 (stereo unspecified),-13,26,5,-3,-2,0,0,-6,i,1
CC(NC(=O)C(Cc1ccccc1)N1C(=O)C2C3CCC(C3)C2C1=O)c1ccccc1 (stereo unspecified),-17,7,1,0,3,-1,-2,5,i,3
COC(=O)/C(=C/N(C)C)C(=O)N1CCN(c2ccc(Cl)c(Cl)c2)CC1,-5,27,20,1,2,11,-3,6,i,0
CCNC(=O)OCc1cn(-c2ccccc2)nn1,4,21,-7,2,-1,1,-3,5,i,-3
CCc1noc(C)c1C(=O)N1CCCC(C(=O)c2cc(F)ccc2OC)C1 (stereo unspecified),-7,-7,-11,1,-2,-6,-7,-4,i,-2

# This is a subset (hit frequency here may not be typical).
